HKDC1 inhibitor: HKDC1 (human) hexokinase inhibition; Q2TB90; recombinant HKDC1, G6PDH/diaphorase resazurin coupled fluorescence; inhibition, % at 20 µM; hit rate 0.16% among 340,000;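 active means inhibition above about 35% when tested at 20 µM, limit read from the data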;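 further: plate controls were DMSO wells with enzyme for no effect and DMSO wells lacking enzyme for full effect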
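test system = in-house recombinant HK5 (HKDC1) enzyme | amount = HKDC1 at 5 µg/mL | control set = DMSO-enzyme wells negative, buffer-substituted wells positive | compound = one dose of 20 µM, 1% DMSO | schedule = reaction time 90 min, room temperature, protected from light | technique = resorufin fluorescence at 613 nm | reagent = glucose with 1 mM ATP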
SENP8 block-1: SENP8 (human) protease inhibition; Q96LD8; recombinant SENP8, Nedd8 substrate fluorescence; inhibition, % at 20 µM; hit rate 0.64% among 360,000; AID 602440; in the data active means inhibition mostly above about 40%, no sharp cut-off; inactive means mostly below about 27%
Target sequence (Q96LD8 whole entry, looked up): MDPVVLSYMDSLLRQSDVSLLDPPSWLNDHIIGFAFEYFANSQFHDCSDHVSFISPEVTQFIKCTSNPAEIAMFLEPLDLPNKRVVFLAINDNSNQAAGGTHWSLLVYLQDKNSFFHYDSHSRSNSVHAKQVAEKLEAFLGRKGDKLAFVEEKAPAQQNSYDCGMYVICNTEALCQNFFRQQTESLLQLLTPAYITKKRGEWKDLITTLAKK
Apaf1 inhib: blocks human Apaf-1 apoptosome activity; O14727; AID 489030; hit rate 0.71% among 330,000; reconstituted apoptosome caspase-3 activity, DEVD-Rh110 fluorescence; inhibition, % at 20 µM; active means inhibition of at least 40% at 20 µM;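 further: plate controls were DMSO wells for no effect and DEVD-CHO caspase inhibitor wells for full effect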
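Material: reconstituted apoptosome with Apaf-1, cytochrome c, caspase-9, procaspase-3, dATP; medium: pH 7.5 Hepes buffer with CHAPS, BSA, DTT; also added: cytochrome c and DEVD-Rh110 substrate; timing: 30 min plus 50 min, RT; signal: Rh110 fluorescence intensity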
SENP1 FRET inh: inhibitors of human SENP1 SUMO protease catalytic domain; inhibition, % at 10 µM; hit rate 0.21% among 360,000; AID 624204; Q9P0U3; recombinant SENP1 catalytic domain, CyPet-SUMO1-YPet FRET cleavage;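 active means inhibition at least 30% at 10 µM, raw YFP signal under a set limit, fluorescence ratio 0.5 to 1.5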;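 further: 0% = enzyme with DMSO and 100% = no enzyme wells; some results filed as inactive read as strong as hits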
Target sequence (Q9P0U3 419-644 limits assumed): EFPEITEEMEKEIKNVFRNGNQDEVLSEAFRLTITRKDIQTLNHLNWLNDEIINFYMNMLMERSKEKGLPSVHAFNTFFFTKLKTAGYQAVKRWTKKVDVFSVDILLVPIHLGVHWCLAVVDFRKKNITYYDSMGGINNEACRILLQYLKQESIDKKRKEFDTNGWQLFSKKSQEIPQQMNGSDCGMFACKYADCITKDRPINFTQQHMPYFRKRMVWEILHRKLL
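Material: hSENP1 catalytic domain, recombinant; medium: Tris pH 8 with BME, BSA, NP40 and catalase; compound: single concentration of 10 µM compound, 0.5% DMSO final; technique: FRET read of cyan and yellow fluorescence; timing: 50 min enzyme reaction, room temperature, light-protected; reagent: SFCypet-SUMO1-SFYpet substrate at 25 nM; control set: no-enzyme low, enzyme-DMSO high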
SENP8 block-2: blocks the human protease SENP8; inhibition, % at 10 µM; hit rate 1.2% among 330,000; purified SENP8, Z-RLRGG-aminoluciferin cleavage, luminescence; AID 2540; Q96LD8; in the data active means inhibition above about 50%
SENP6 inh: inhibitors of human SENP6 protease; AID 2599; Q9GZR1; Recombinant SENP6 catalytic domain, aminoluciferin luminescence; hit rate 1.8% among 330,000; inhibition, % at 10 µM;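 active means inhibition above about 50% at the single tested dose, limit read from the data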;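 further: plate controls were DMSO wells with enzyme for no effect and DMSO wells lacking enzyme for full effect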
Target sequence (Q9GZR1 628-1112 limits assumed): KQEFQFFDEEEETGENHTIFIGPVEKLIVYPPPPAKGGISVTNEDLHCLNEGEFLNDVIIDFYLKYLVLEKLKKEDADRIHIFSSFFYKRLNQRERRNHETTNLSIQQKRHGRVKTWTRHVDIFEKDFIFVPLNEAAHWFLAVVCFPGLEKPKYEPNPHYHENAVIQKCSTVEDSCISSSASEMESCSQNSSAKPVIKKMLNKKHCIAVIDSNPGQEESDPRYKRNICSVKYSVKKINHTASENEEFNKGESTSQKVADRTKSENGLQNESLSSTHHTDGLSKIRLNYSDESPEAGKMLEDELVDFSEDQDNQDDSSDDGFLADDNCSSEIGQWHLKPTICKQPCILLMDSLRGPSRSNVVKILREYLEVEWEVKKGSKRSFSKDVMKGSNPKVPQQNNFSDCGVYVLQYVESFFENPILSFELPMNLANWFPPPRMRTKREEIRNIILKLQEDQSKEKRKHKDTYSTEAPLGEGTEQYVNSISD
PfG6PD inh: PfG6PD (Plasmodium falciparum) enzyme inhibition; inhibition, % at 20 µM; PfGluPho enzyme, NADPH resazurin-diaphorase fluorescence; AID 504690; hit rate 0.78% among 350,000;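 active means inhibition reaching at least a set limit at 20 µM in the primary screen, cut at about 59% in these data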;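 further: 0% = DMSO wells with substrate and 100% = DMSO wells lacking glucose-6-phosphate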
SENP7 inh: SENP7 protease inhibition; inhibition, % at 5 µM; Q9BQF6; hit rate 1.5% among 330,000; recombinant SENP7, Z-RLRGG-aminoluciferin luminescence, 40 min; AID 434973;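 active means inhibition above about 50% at the single test dose, limit read from the data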;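 further: plate controls were DMSO with enzyme for no effect and no enzyme buffer wells for full effect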
Active calls of the source: *; . = no result given.

1: O=C(Nc1nnc(-c2ccc(F)cc2)o1)c1cccc([N+](=O)[O-])c1
2: COc1ccc(-n2c(C)n[nH]c2=O)cc1
3: CC(=O)c1ccc(NC(=S)N2CCCC(CO)C2)cc1 (stereo not drawn)
4: Nc1ccc2oc(-c3ccccn3)nc2c1
5: O=C1c2ccccc2-c2onc3ccc(Oc4ccccc4)c1c23
6: O=C1c2ccccc2C(=O)c2c(NCCCN(CCO)CCO)cccc21
7: CCOc1ccc(NC2c3ccccc3C(=O)N2c2ccc(Cl)cn2)cc1 (stereo not drawn)
8: O=C(COc1ccc2c(-c3ccccc3)cc(=O)oc2c1)NCCCn1ccnc1
Screen / compound no.	1	2	3	4	5	6	7	8
HKDC1 inhibitor	-2	0	-8	14	34	-2	-5	2
SENP8 block-1	18	19	1	-69	29	44*	8	27
Apaf1 inhib	5	13	-22	-6	22	3	-1	-2
SENP1 FRET inh	1	-1	1	3	77	5	3	2
SENP8 block-2	2	2	0	-5	20	4	10	-13
SENP6 inh	-14	-4	3	-6	38	9	24	-6
PfG6PD inh	-7	-6	0	20	38	15	16	2
SENP7 inh	5	0	-4	2	7	-3	-3	19

9: COc1cc(C(=O)NC(C)c2ccc(S(N)(=O)=O)cc2)ccc1OCC(=O)N1CCOCC1 (stereo not drawn)
10: Cc1nnc(-c2ccc(Cl)cc2)nc1NCCN(C)C
11: CC(Oc1cccc(NC(=O)c2cccs2)c1)C(=O)c1ccccc1 (stereo not drawn)
12: CCC(=O)NC(c1cccs1)c1ccc2cccnc2c1O (stereo not drawn)
13: CCc1noc(C)c1C(=O)Nc1ccc(F)c(F)c1
14: Cc1ccc(CSc2ncn(-c3ccccc3)n2)cc1
15: CCCCN(CCCC)S(=O)(=O)c1ccc(C(=O)Nc2nnc(CSC)o2)cc1
16: COCCNC(=O)c1onc(CSc2nc3ccccc3[nH]2)c1C(=O)NCCOC
Screen / compound no.	9	10	11	12	13	14	15	16
HKDC1 inhibitor	5	-8	-6	-25	8	-1	6	-3
SENP8 block-1	1	0	20	9	12	8	36	7
Apaf1 inhib	4	-5	21	-7	0	13	5	5
SENP1 FRET inh	1	1	1	5	-1	-3	2	1
SENP8 block-2	-4	-17	-3	0	4	1	-1	-2
SENP6 inh	-7	-16	10	-15	-4	-6	-1	-1
PfG6PD inh	-13	-4	-13	-25	12	20	-36	-2
SENP7 inh	-2	-3	-2	0	0	-1	6	-6

17: Cc1nc2ccc(Br)cc2c2c1CC(CBr)O2 (stereo not drawn)
18: COc1ccc(CCNC(=O)COC(=O)Cc2ccc(OC)cc2)cc1
19: O=C(CSCc1cnn(-c2ccccc2)c1-n1cccc1)NCc1ccc2c(c1)OCO2
20: O=C(Cc1cccc2ccccc12)Nc1ccccc1C(=O)O
21: CCOC(=O)c1ccc(NC(=O)c2c(NC(=O)CCC(=O)O)sc3c2CCCCC3)cc1
22: Cc1ccc2c(c1)CCCN2CC(=O)Nc1cccc(S(=O)(=O)N2CCCC2)c1
23: Cc1ccc(S(=O)(=O)Nc2cc(=O)[nH]c3c2CCC3)cc1
24: Cc1occc1C(=O)Nc1ccc([N+](=O)[O-])cc1Br
Screen / compound no.	17	18	19	20	21	22	23	24
HKDC1 inhibitor	1	10	-2	-3	-21	7	-3	2
SENP8 block-1	14	18	20	1	-68	-84	-1	16
Apaf1 inhib	12	-8	.	3	12	24	7	6
SENP1 FRET inh	2	4	3	1	-104	-3	1	3
SENP8 block-2	-5	3	.	2	15	-12	-1	-1
SENP6 inh	-3	-13	.	-9	4	-11	-25	-19
PfG6PD inh	-18	3	-6	-15	28	19	18	4
SENP7 inh	2	-2	.	3	3	-5	-3	-3

25: COc1ccc(-n2nc3c(c2NC(=O)CCCCl)CSC3)cc1
26: Cc1ccc2cccc(OCC(=O)Nc3ccc4c(c3)OCO4)c2n1
27: CCOC(=O)N1CCN(C(=O)COC(=O)c2ccc(O)cc2O)CC1
28: CC(=O)N1CCOc2ccc(S(=O)(=O)N3CCCC(C)C3)cc21 (stereo not drawn)
29: NC(=O)c1c(NC(=O)c2ccncc2)sc2c1CCCC2
30: O=C(NCc1ccccn1)/C(=N/O)c1ccccc1
31: Cc1ccc(NC(=O)c2ccc(Nc3c([N+](=O)[O-])cc([N+](=O)[O-])cc3[N+](=O)[O-])cc2)cc1
32: Cn1c(=O)c2c(nc(CN3CCc4ccccc4C3)n2Cc2cccc(Cl)c2)n(C)c1=O
Screen / compound no.	25	26	27	28	29	30	31	32
HKDC1 inhibitor	1	-4	-6	4	-10	-5	7	8
SENP8 block-1	-2	20	7	8	1	10	42*	-1
Apaf1 inhib	-1	4	-16	9	-8	-19	3	51*
SENP1 FRET inh	2	-2	0	2	0	1	3	-17
SENP8 block-2	-3	-7	0	7	-8	0	1	3
SENP6 inh	5	-8	-15	17	-8	-13	-14	14
PfG6PD inh	26	18	2	-4	-6	-7	40	15
SENP7 inh	9	4	0	8	-6	6	5	14

33: COC(=O)c1c[nH]c(=S)n1Cc1ccccc1
34: O=C(CN1C(=O)/C(=C2/SC(=S)N(CCS(=O)(=O)O)C2=O)c2ccccc21)Nc1cccc(Br)c1
35: COc1ccccc1N1CCN(C(=O)CCNS(=O)(=O)c2ccc3c(c2)CCC(=O)N3)CC1
36: O=C(COc1ccc(S(=O)(=O)N2CCCCC2)cc1)N1CCCCCC1
37: COc1cccc(Oc2ccc(C(F)(F)F)cc2NC(=O)C2=COCCO2)c1
38: CCN(C(=O)C(=O)c1c[nH]c2ccccc12)c1ccccc1
39: CC[C@H]1CCCCc2ccccc2[C@@H](C(=O)C[C@@H](O)CC(C)=O)OC1=O
40: Cc1noc(C)c1COC(=O)c1ccc(N(C)C)cc1
Screen / compound no.	33	34	35	36	37	38	39	40
HKDC1 inhibitor	-5	12	-4	-6	-1	-6	9	-5
SENP8 block-1	0	18	18	16	-4	8	12	-4
Apaf1 inhib	.	12	-9	6	26	-2	-12	-10
SENP1 FRET inh	3	-1	0	1	-1	-2	0	3
SENP8 block-2	.	-9	1	-3	0	5	0	0
SENP6 inh	.	-20	-1	-8	-17	-6	-7	-3
PfG6PD inh	38	15	-14	19	20	-8	-11	-12
SENP7 inh	.	-12	-9	16	1	6	2	6

41: Cc1ccc(C)c(/C(O)=C2\C(=O)C(=O)N(CCCn3ccnc3)C2c2cccnc2)c1 (stereo not drawn)
42: Cc1ccc(NC(=O)c2cccc(N3C(=O)C4C5C=CC(C5)C4C3=O)c2)cc1C (stereo not drawn)
43: Cc1cc(C)cc(-n2cc(C(=O)O)c(=O)cc2C)c1
44: CCc1nc(SCc2cc(Cl)ccc2OC)n[nH]1
45: CCOC(=O)c1c(NC(=O)C2CCCO2)sc2c1CCC2 (stereo not drawn)
46: COc1ccc(NS(=O)(=O)c2cc(NC(=O)c3cccnc3Cl)ccc2N2CCCC2)cc1
47: CCCN(CCC)S(=O)(=O)c1nc2nc(C)cc(C)n2n1
48: CCCCCc1cc(=O)oc2c(C(CCN(CC)CC)c3ccc(OC)cc3)c(OC)cc(OC)c12 (stereo not drawn)
Screen / compound no.	41	42	43	44	45	46	47	48
HKDC1 inhibitor	3	-2	-9	-7	5	2	3	5
SENP8 block-1	18	3	5	6	-134	4	8	-461
Apaf1 inhib	7	5	10	-15	7	2	1	61*
SENP1 FRET inh	-3	-2	-1	2	0	1	4	-2
SENP8 block-2	3	-9	-8	3	2	-2	-8	-16
SENP6 inh	-4	8	-5	-9	1	-1	-7	-21
PfG6PD inh	-1	5	-14	-5	-5	14	2	6
SENP7 inh	12	-12	-12	-1	3	8	-13	10

Some of these compounds in order of length of the SMILES, falling:
34: O=C(CN1C(=O)/C(=C2/SC(=S)N(CCS(=O)(=O)O)C2=O)c2ccccc21)Nc1cccc(Br)c1
32: Cn1c(=O)c2c(nc(CN3CCc4ccccc4C3)n2Cc2cccc(Cl)c2)n(C)c1=O
27: CCOC(=O)N1CCN(C(=O)COC(=O)c2ccc(O)cc2O)CC1
20: O=C(Cc1cccc2ccccc12)Nc1ccccc1C(=O)O
40: Cc1noc(C)c1COC(=O)c1ccc(N(C)C)cc1
10: Cc1nnc(-c2ccc(Cl)cc2)nc1NCCN(C)C
Screen / compound no.	34	32	27	20	40	10
HKDC1 inhibitor	12	8	-6	-3	-5	-8
SENP8 block-1	18	-1	7	1	-4	0
Apaf1 inhib	12	51*	-16	3	-10	-5
SENP1 FRET inh	-1	-17	0	1	3	1
SENP8 block-2	-9	3	0	2	0	-17
SENP6 inh	-20	14	-15	-9	-3	-16
PfG6PD inh	15	15	2	-15	-12	-4
SENP7 inh	-12	14	0	3	6	-3

More results.
49: CC(C)(C)c1nnc(NC(=O)c2cccs2)s1
50: O=C(c1ccc(F)cc1)C1CCN(C(=S)Nc2ccccc2Cl)CC1
51: C=CCN(c1ccc(C(=O)OC)cc1)S(=O)(=O)c1ccccc1
52: O=C(NC1CCCCC1)c1ccc2c(c1)OCO2
53: COc1ccc(N2C(=O)S[C@@H]3CS(=O)(=O)C[C@@H]32)cc1
54: CCOc1cc(C(=O)Nc2ccc([N+](=O)[O-])cn2)cc(OCC)c1OCC
55: CN(Cc1nc(-c2ccccc2)no1)C(=O)c1ccc2c(c1)OCO2
56: O=C(CSc1n[nH]c(=O)[nH]c1=O)N1CCCCCC1
57: COc1ccc(C(=O)OCC(=O)c2c[nH]c3ccccc23)cc1OC
Screen / compound no.	49	50	51	52	53	54	55	56	57
HKDC1 inhibitor	1	-7	-7	-8	-6	-10	-5	1	-5
SENP8 block-1	-3	4	8	4	7	32	15	23	-2
Apaf1 inhib	-6	10	-9	-2	11	0	8	-11	40
SENP1 FRET inh	2	4	3	0	3	4	-1	2	2
SENP8 block-2	19	7	-5	-8	-2	-9	-3	2	-10
SENP6 inh	30	2	-11	1	-4	-3	-9	-5	-9
PfG6PD inh	21	10	-3	8	-13	-12	-4	-14	14
SENP7 inh	39	5	3	9	6	-15	-12	0	-4

Screening results deposited in PubChem BioAssay by Sanford-Burnham Center for Chemical Genomics.
